KKLEB cytotox: CF airway cell cytotoxicity counter-screen. activity change (cytotoxicity), % at 5 µM. 360,000 tested, 0.36% active. AID 602141. KKLEB CF airway cells viability, ATPlite luminescence, overnight; hits give low values; cells stimulated with P. aeruginosa culture filtrate;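 active = corrected activity change at or below -50% at 5 µM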
NR2E3 ag-1: activates human NR2E3 receptor; AID 602229; 360,000 tested, 0.35% active; Q9Y5X4; inhibition of corepressor binding, % at 3.98 µM; CHO-S Gal4-NCOR/VP16-NR2E3 two-hybrid, luciferase;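 active = inhibition above the mean of all tested compounds plus 3 SD, cut at about 70% in these data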;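 note: 0% = DMSO with NR2E3 transfected cells and 100% = cells lacking NR2E3 construct; higher means lower luciferase signal from less NR2E3 corepressor binding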
Target sequence (Q9Y5X4 whole entry, looked up, the tested form may be a part): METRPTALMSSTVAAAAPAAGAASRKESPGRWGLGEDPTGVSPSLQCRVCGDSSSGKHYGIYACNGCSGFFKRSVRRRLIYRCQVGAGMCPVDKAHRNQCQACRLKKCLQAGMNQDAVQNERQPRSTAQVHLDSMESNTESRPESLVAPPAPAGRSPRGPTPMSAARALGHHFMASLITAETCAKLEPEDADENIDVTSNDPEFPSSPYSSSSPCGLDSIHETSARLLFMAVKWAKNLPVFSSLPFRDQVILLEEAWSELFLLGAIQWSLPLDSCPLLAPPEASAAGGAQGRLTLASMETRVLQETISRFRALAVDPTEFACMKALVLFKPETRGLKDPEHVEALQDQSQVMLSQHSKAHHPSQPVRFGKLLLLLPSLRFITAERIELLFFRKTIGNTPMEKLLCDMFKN
Peg3 prom inh: Peg3 promoter activity inhibition; HeLa PEG-Prom luciferase reporter, luminescence, overnight; inhibition, % at 20 µM; 360,000 tested, 1.7% active;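 active = inhibition of at least 50% at 20 µM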
CaV13 ICDI inh: Disruptors of the CACNA1D IQ motif to Ca2+-dependent inactivation inhibitor domain association, primary screening, Förster resonance energy transfer in intact living …. HEK cells, CFP/YFP FRET ICDI-IQ, plate reader, 10 min; percent FRET-ratio fall versus neutral wells. inhibition, % at 12.3 µM. 340,000 tested, 0.098% active;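 active = mean replicate inhibition of at least 30% and at least 1% of replicates passing that level; inconclusive = only one of the two criteria is met; inactive = neither criterion is met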;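 note: 0% = median of the neutral control wells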
TRPM1 prom inh: reduces MITF-dependent TRPM1 promoter luciferase signal; AID 488899; SK-MEL-5 TRPM1 promoter luciferase, 24 h; 330,000 tested, 0.83% active; inhibition, % at 12.5 µM;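 active = mean inhibition across replicates of 60% or more, whatever share of single replicates reaches that level; inconclusive = some that reach 60%, reason not given; inactive = mean inhibition across replicates below 60%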; note: values of inactives mirror those of a sister screen read the other way
NR2E3 ag-2: agonists of human nuclear receptor NR2E3; Q9Y5X4; GST-NR2E3/biotin-RetCOR TR-FRET, 1536-well; inhibition of corepressor binding, % at 4.78 µM; 320,000 tested, 0.12% active; AID 2300;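 active = percent inhibition above the cutoff of mean plus 3 SD of all tested compounds, set per screening campaign, cut at about 20% in these data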;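 note: 0% = DMSO wells and 100% = biotin wells as full block of FRET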
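Material – GST-tagged NR2E3 plus biotinylated RetCOR corepressor · Quantity – NR2E3 fusion 1.35 nM · Times – 5 h incubation at 4 °C · Medium – pH 7.5 Tris-based buffer · Technique – TR-FRET, Eu(K)-anti-GST donor, streptavidin-D2 acceptor, ex 340, em 617/671 nm · Benchmarks – high control biotin, low control 0.6% DMSO · Format – 1536-well plates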
HIF-2a block: HIF-2a inhibition; 360,000 tested, 0.72% active; AID 624352; inhibition, % at 18.8 µM; 786-0 RCC cells HIF-2a reporter, luciferase luminescence, overnight;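 active = inhibition of the luminescence signal of 40% or more relative to plate controls, in a single-dose primary screen at 18.75 µM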
CF NFkB inh: cystic fibrosis NF-kB activation inhibition | KKLEB NF-kB-GFP reporter, PAF-induced, GFP fluorescence overnight | inhibition, % at 5 µM | 360,000 tested, 0.86% active | AID 588850;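 active = at least 50% inhibition at 5 µM, scaled per plate between neutral and stimulator controls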;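 note: PAF is a Pseudomonas aeruginosa culture filtrate used as stimulus; plate controls were PAF-stimulated DMSO wells for no effect and unstimulated DMSO wells for full effect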
Vif imaging: inhibitors of HIV Vif; 340,000 tested, 0.35% active; HEK293T cells, Vif self-association by quenched fluorescence, imaging, 24 h; AID 602346; inhibition, % at 7.49 µM; in the data active = inhibition above about 50%, passing the limit was not always enough; inconclusive = no clear call, values can overlap the other calls; inactive = below about 31%; note: some results filed as inactive read as strong as hits
PDI turbidity: PDI (human) enzyme inhibition | P07237 | PDI insulin aggregation turbidity, A650, 90 min | inhibition, % at 10 µM | 350,000 tested, 0.052% active;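 active = mean inhibition across replicates of 30% or more, whatever share of single replicates reach that level; inconclusive = mean inhibition below 30% while every single replicate reaches 30%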;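 note: absorbance from insulin aggregation driven by PDI reduction with DTT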
Target sequence (P07237 whole entry, looked up): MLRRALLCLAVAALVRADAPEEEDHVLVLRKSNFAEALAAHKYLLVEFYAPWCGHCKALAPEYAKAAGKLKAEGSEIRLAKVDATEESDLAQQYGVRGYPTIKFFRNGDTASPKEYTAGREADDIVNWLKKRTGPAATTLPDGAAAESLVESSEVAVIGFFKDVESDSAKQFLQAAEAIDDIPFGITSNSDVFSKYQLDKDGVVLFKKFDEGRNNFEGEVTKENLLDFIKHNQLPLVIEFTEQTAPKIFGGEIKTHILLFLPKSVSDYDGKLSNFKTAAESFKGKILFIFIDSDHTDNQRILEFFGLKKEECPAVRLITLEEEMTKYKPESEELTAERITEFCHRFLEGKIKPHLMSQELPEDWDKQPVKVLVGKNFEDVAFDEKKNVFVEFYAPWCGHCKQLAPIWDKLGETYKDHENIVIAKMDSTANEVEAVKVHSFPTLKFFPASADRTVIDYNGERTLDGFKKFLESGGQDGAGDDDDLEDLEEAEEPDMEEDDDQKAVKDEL
Shn3 inh set2: reduces Shn3 3'UTR luciferase signal in osteoblasts | Clone20 osteoblast Shn3 3'UTR firefly luciferase, 24 h | inhibition, % at 12.5 µM | 360,000 tested, 0.52% active | AID 588674;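 active = mean inhibition of at least 75% with every replicate also reaching 75%; inconclusive = mean inhibition at least 75% but some replicate below; inactive = mean inhibition below 75%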;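 note: 0% = median of neutral control wells and 100% = pilot-screen positive control compound; some compounds past the cut are filed as inactive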
* marks the source's active call; other numbers are inactive results.

Results for Cc1ccc(NC(=O)OCCNC(=O)OC(C)C)cc1 ?
KKLEB cytotox: 0.5; NR2E3 ag-1: -54.1; Peg3 prom inh: -96.2; CaV13 ICDI inh: -4.9; TRPM1 prom inh: -54.4; NR2E3 ag-2: -0.6; HIF-2a block: -132.5; CF NFkB inh: -7.6; Vif imaging: -2.5; PDI turbidity: 1.2; Shn3 inh set2: -36.9

How did O=C(N/N=C/c1cc([N+](=O)[O-])ccc1O)c1c[nH]c2ccccc12 do in these assays?
KKLEB cytotox: -5.8; NR2E3 ag-1: -36.5; Peg3 prom inh: 19.7; CaV13 ICDI inh: -6.2; TRPM1 prom inh: -8.7; NR2E3 ag-2: 0.1; HIF-2a block: -6.6; CF NFkB inh: 3.5; Vif imaging: 8.9; PDI turbidity: -0.8; Shn3 inh set2: -1.9

What do the screens show for `Nn1c(CSc2ccccn2)nc2ccccc2c1=O`?
KKLEB cytotox: 0.4; NR2E3 ag-1: -85.3; Peg3 prom inh: -227.5; CaV13 ICDI inh: -8.0; TRPM1 prom inh: -22.0; NR2E3 ag-2: -1.2; HIF-2a block: -169.3; CF NFkB inh: 4.0; Vif imaging: 0.5; PDI turbidity: -16.8; Shn3 inh set2: -48.9

What do the screens show for `CC(C)N(C)c1ncnc2c1ncn2[C@H]1CN(C2CCCC2)C[C@@H](CO)O1`?
KKLEB cytotox: 2.8; NR2E3 ag-1: 5.2; Peg3 prom inh: -0.1; CaV13 ICDI inh: -11.3; HIF-2a block: 4.5; CF NFkB inh: -1.1; Vif imaging: 7.8; PDI turbidity: -3.5; Shn3 inh set2: -13.6

Results for CN(C)S(=O)(=O)c1cccc(NC(=O)COc2ccc3ccccc3c2)c1 ?
KKLEB cytotox: -14.5; NR2E3 ag-1: 10.9; Peg3 prom inh: -59.8; CaV13 ICDI inh: -2.0; TRPM1 prom inh: -8.0; NR2E3 ag-2: -0.1; HIF-2a block: -28.8; CF NFkB inh: -1.9; Vif imaging: -11.0; PDI turbidity: 11.4; Shn3 inh set2: 25.6

What do the screens show for `Cc1cc(NC(=O)C(C)C)ncc1NC(=O)c1ccccn1`?
KKLEB cytotox: 10.1; NR2E3 ag-1: -17.5; Peg3 prom inh: -18.1; CaV13 ICDI inh: 8.9; TRPM1 prom inh: -14.5; NR2E3 ag-2: 1.6; HIF-2a block: -17.3; CF NFkB inh: -2.7; Vif imaging: 0.2; PDI turbidity: -1.2; Shn3 inh set2: -24.3

How did COc1ccc(/C=N/NC(=O)c2ccc(-n3cnnn3)cc2)cc1 do in these assays?
KKLEB cytotox: 16.9; NR2E3 ag-1: -35.4; Peg3 prom inh: -4.7; CaV13 ICDI inh: -5.4; TRPM1 prom inh: -16.0; HIF-2a block: 5.8; CF NFkB inh: 15.1; Vif imaging: -4.3; PDI turbidity: -3.9; Shn3 inh set2: -14.3

How did Cc1ccc(OCCC(=O)OCC(=O)N2CCN(S(=O)(=O)c3ccc(C)cc3C)CC2)cc1 do in these assays?
KKLEB cytotox: 3.6; NR2E3 ag-1: -0.8; Peg3 prom inh: -6.4; CaV13 ICDI inh: -5.3; TRPM1 prom inh: -5.1; NR2E3 ag-2: 2.2; HIF-2a block: -2.4; CF NFkB inh: -15.5; Vif imaging: 1.4; PDI turbidity: 8.7; Shn3 inh set2: -9.9

Results for Cc1ccc(C)c(OCCC(=O)N2CCN(S(=O)(=O)c3cc(C)ccc3C)CC2)c1 ?
KKLEB cytotox: 10.8; NR2E3 ag-1: 31.1; Peg3 prom inh: 34.3; CaV13 ICDI inh: -16.1; TRPM1 prom inh: -9.3; NR2E3 ag-2: 3.1; HIF-2a block: 16.9; CF NFkB inh: 2.3; Vif imaging: -5.1; PDI turbidity: -8.4; Shn3 inh set2: 20.9

How did O=C(NCc1cccnc1)C1CCC(c2ccc(Cl)cc2)CC1 (configuration not stated) do in these assays?
KKLEB cytotox: 0.1; NR2E3 ag-1: -18.1; Peg3 prom inh: 11.9; CaV13 ICDI inh: -1.9; TRPM1 prom inh: 24.2; NR2E3 ag-2: 3.0; HIF-2a block: 22.2; CF NFkB inh: -7.9; Vif imaging: -18.3; PDI turbidity: 0.0; Shn3 inh set2: 44.1

Results for CC(C)n1cc(C(=O)NC2CC(C)(C)Cc3c2cnn3-c2ccccc2)cn1 (configuration not stated) ?
KKLEB cytotox: -0.2; NR2E3 ag-1: -20.6; Peg3 prom inh: 4.9; CaV13 ICDI inh: -6.2; TRPM1 prom inh: 11.7; NR2E3 ag-2: -0.2; HIF-2a block: 5.6; CF NFkB inh: 7.1; Vif imaging: 3.0; PDI turbidity: -3.0; Shn3 inh set2: 4.2

What do the screens show for `Cc1cccc(-c2nc3ccccc3c(=O)n2NC(=O)/C=C/c2ccc([N+](=O)[O-])cc2)c1`?
KKLEB cytotox: 6.9; NR2E3 ag-1: -17.9; Peg3 prom inh: 11.7; CaV13 ICDI inh: -6.5; TRPM1 prom inh: 10.5; NR2E3 ag-2: -2.2; HIF-2a block: 8.0; CF NFkB inh: -0.3; Vif imaging: 4.3; PDI turbidity: -13.3; Shn3 inh set2: -1.2

How did Cc1cc(C)c2ccc(=S)[nH]c2n1 do in these assays?
KKLEB cytotox: 2.9; NR2E3 ag-1: -11.2; Peg3 prom inh: 6.4; CaV13 ICDI inh: -14.9; TRPM1 prom inh: -8.7; NR2E3 ag-2: 1.0; HIF-2a block: 14.3; CF NFkB inh: 2.1; Vif imaging: 2.3; PDI turbidity: -3.2; Shn3 inh set2: 0.3

How did COc1ccc(N(CC(=O)NCc2ccncc2)S(=O)(=O)c2ccccc2[N+](=O)[O-])c(OC)c1 do in these assays?
KKLEB cytotox: -6.4; NR2E3 ag-1: -20.1; Peg3 prom inh: 9.6; CaV13 ICDI inh: 14.4; TRPM1 prom inh: -10.9; NR2E3 ag-2: -0.3; HIF-2a block: 16.0; CF NFkB inh: 10.2; Vif imaging: 3.3; PDI turbidity: 9.9; Shn3 inh set2: 3.8

How did COc1cc(/C=C(/NC(=O)c2ccccc2)C(=O)Nc2cccc(O)c2)c([N+](=O)[O-])cc1OC do in these assays?
KKLEB cytotox: 11.4; NR2E3 ag-1: -7.4; Peg3 prom inh: -0.1; CaV13 ICDI inh: -4.9; TRPM1 prom inh: -5.3; NR2E3 ag-2: 0.8; HIF-2a block: 5.8; CF NFkB inh: 7.1; Vif imaging: -9.7; PDI turbidity: -21.8; Shn3 inh set2: -4.0

Results for O=C(O)CNC(=O)CC1S/C(=N/N=C2\CSC(=O)N2)NC1=O (configuration not stated) ?
KKLEB cytotox: -1.6; NR2E3 ag-1: -6.8; Peg3 prom inh: 13.4; CaV13 ICDI inh: -15.2; TRPM1 prom inh: -0.7; NR2E3 ag-2: 0.9; HIF-2a block: 13.0; CF NFkB inh: 11.2; Vif imaging: 6.4; PDI turbidity: -1.5; Shn3 inh set2: -2.3

How did COc1ccc(C(CNC(=O)c2oc3c(Cl)cccc3c2C)N2CCCC2)cc1 (configuration not stated) do in these assays?
KKLEB cytotox: -12.3; NR2E3 ag-1: 31.3; Peg3 prom inh: -1.8; CaV13 ICDI inh: -6.3; TRPM1 prom inh: -2.0; NR2E3 ag-2: -1.4; HIF-2a block: -5.6; CF NFkB inh: 27.4; Vif imaging: -3.2; PDI turbidity: 1.7; Shn3 inh set2: -2.0

Results for O=C(COC(=O)c1cc(Cl)nc(Cl)c1)NC1CCCCCC1 ?
KKLEB cytotox: -4.4; NR2E3 ag-1: -1.3; Peg3 prom inh: -1.9; CaV13 ICDI inh: -4.9; TRPM1 prom inh: -1.1; HIF-2a block: 3.8; CF NFkB inh: -15.3; Vif imaging: inconclusive; PDI turbidity: 14.8; Shn3 inh set2: 1.2

How did COc1ccc(/C=C2/SC(=S)N(CCCC(=O)Nc3ccc(O)cc3)C2=O)cc1 do in these assays?
KKLEB cytotox: 2.0; NR2E3 ag-1: 41.7; Peg3 prom inh: -120.8; CaV13 ICDI inh: -15.0; TRPM1 prom inh: 20.7; NR2E3 ag-2: 2.2; HIF-2a block: 31.2; CF NFkB inh: -16.6; Vif imaging: -2.4; PDI turbidity: 1.3; Shn3 inh set2: 7.0

Results for O=C(CSc1nnc(CNC(=O)c2ccc(F)cc2)o1)NCc1ccc2c(c1)OCO2 ?
KKLEB cytotox: 10.2; NR2E3 ag-1: -10.8; Peg3 prom inh: 7.5; CaV13 ICDI inh: -6.5; TRPM1 prom inh: 24.4; NR2E3 ag-2: 1.5; HIF-2a block: 13.6; CF NFkB inh: -40.9; PDI turbidity: -3.9; Shn3 inh set2: -1.8

What do the screens show for `CC(=O)c1c(N2CCOCC2)nc(=O)n(-c2ccccc2)c1C`?
KKLEB cytotox: 5.2; NR2E3 ag-1: -6.6; Peg3 prom inh: 3.6; CaV13 ICDI inh: -10.5; TRPM1 prom inh: 5.9; NR2E3 ag-2: 2.1; HIF-2a block: 12.1; CF NFkB inh: 6.8; Vif imaging: 21.0; PDI turbidity: 18.3; Shn3 inh set2: -1.7

What do the screens show for `O=C(NCC1CCCO1)C1CCN(C2CCN(C3CCCCCC3)CC2)CC1` (configuration not stated)?
KKLEB cytotox: 6.3; NR2E3 ag-1: 17.6; Peg3 prom inh: -5.0; CaV13 ICDI inh: 8.1; TRPM1 prom inh: 8.1; NR2E3 ag-2: -1.1; HIF-2a block: 12.4; CF NFkB inh: -3.0; Vif imaging: -1.5; PDI turbidity: -1.3; Shn3 inh set2: 14.7

What do the screens show for `C/C(CCN1CCc2nc(-c3ccccc3)c(-c3ccccc3)cc2C1)=N\O[C@@H](C)c1cc(-c2c(C)cc(C)cc2C)no1`?
KKLEB cytotox: 6.3; NR2E3 ag-1: -7.6; Peg3 prom inh: 1.3; TRPM1 prom inh: -4.7; NR2E3 ag-2: 1.1; HIF-2a block: 8.8; CF NFkB inh: -0.8; Vif imaging: 1.3; Shn3 inh set2: 4.7

Results for CC12CCC(=O)N1C(C(=O)Nc1nc(-c3ccccc3Cl)cs1)CS2 (configuration not stated) ?
KKLEB cytotox: -9.5; NR2E3 ag-1: -48.6; Peg3 prom inh: -156.2; CaV13 ICDI inh: -6.4; TRPM1 prom inh: -62.4; NR2E3 ag-2: 2.8; HIF-2a block: -173.1; CF NFkB inh: 8.7; Vif imaging: -12.1; PDI turbidity: -1.9; Shn3 inh set2: -28.6

Results for CCC(=O)c1ccc(OCc2ccc(C(=O)c3ccccc3)cc2)cc1 ?
KKLEB cytotox: -18.1; NR2E3 ag-1: -9.6; Peg3 prom inh: 9.5; CaV13 ICDI inh: 9.5; TRPM1 prom inh: 15.8; NR2E3 ag-2: 1.9; HIF-2a block: -0.3; CF NFkB inh: 10.6; Vif imaging: -24.6; PDI turbidity: 2.7; Shn3 inh set2: 82.1

Screening data (PubChem)

No enrichment for hits; overall some 3.3% were active at least once.
